Pol beta inh – blocks human DNA polymerase beta activity | P06746 | Pol beta primer extension/strand displacement, fluorescence kinetic | Potency, µM (titrated, usually from 114 µM), for inactives: at the top dose activity change, negative = inhibition, usual class: inhibitors | hit rate 1.3% among 340,000 | AID 485314; further: potency means the concentration at half of the fitted maximal effect; on the % scale 0 is the no-effect control and ±100 the full control effect
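Pol beta (10 nM) and compounds were preincubated 15 min at room temperature, then 50 nM substrate (final) started primer extension/strand displacement. Reads were taken at 0 and 10 min; concentration-response data were fitted to a four-parameter Hill equation.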
APEX1 inh – APE1 (human) endonuclease inhibition; recombinant APE1, TAMRA/BHQ-2 abasic DNA cleavage fluorescence; Potency, µM (titrated, usually from 65.8 µM), without a hit: at the highest dose activity change, negative = inhibition, most hits filed as inhibitors; hit rate 0.35% among 350,000; AID 2517;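 further: potency means the concentration at half of the fitted maximal effect; plate controls were vehicle for no effect and reference inhibitor for full effect; nearly all actives have a fitted effect of over 55% in size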
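Endonuclease cleavage of a quenched abasic-site DNA duplex (50 nM) by APE1 (0.75 nM) was tracked by TAMRA dequenching. Compounds were preincubated with enzyme 15 min at room temperature; data normalized to buffer-only and DMSO wells plus NSC13755 control.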
RXFP1 antag – RXFP1 (human) relaxin receptor antagonism. Q9HBX9. activity change, negative = inhibition, % at 57.5 µM. hit rate 0.59% among 350,000. HEK293-RXFP1, relaxin-stimulated cAMP HTRF, 30 min; hits give low values. AID 1259400;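 active means activity change of -60% or lower, but not beyond a set lower limit; inconclusive means change between -60% and -40%, or beyond the set limit; inactive means change above -40%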; further: on the % scale 0 is the no-effect control and ±100 the full control effect
Anesthetic bind – binds horse apoferritin like a general anesthetic. P02791. apoferritin/1-aminoanthracene competitive binding, fluorescence. Potency, µM (titrated, usually from 77.5 µM), for inactives: at the highest dose activity change, negative = displacement, most hits filed as inhibitors. hit rate 0.074% among 350,000. AID 485281; further: potency means the concentration at half of the fitted maximal effect; on the % scale 0 is the no-effect control and ±100 the full control effect; nearly all actives have a fitted effect of over 20% in size
Target sequence (P02791 2-175 limits assumed): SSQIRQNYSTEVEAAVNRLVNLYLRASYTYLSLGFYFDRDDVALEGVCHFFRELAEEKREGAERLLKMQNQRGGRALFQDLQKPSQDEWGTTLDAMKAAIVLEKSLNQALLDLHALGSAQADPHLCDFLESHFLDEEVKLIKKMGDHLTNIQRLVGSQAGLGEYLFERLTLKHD
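Horse-spleen apoferritin (10 uM) was mixed with 50% saturated 1-aminoanthracene in PBS, exposed to compounds for 10 min at room temperature, and read for fluorescence (ex 380 nm, em 535 nm). Competitive displacement was fitted with a four-parameter Hill equation.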
Pol eta inh – inhibitors of human DNA polymerase eta | recombinant Pol eta, fluorescent DNA replication assay | Potency, µM (top dose mostly 114 µM), inactives show top-dose activity change, negative = inhibition, usual class: inhibitors | hit rate 1.2% among 390,000; further: potency means the concentration at half of the fitted maximal effect; on the % scale 0 is the no-effect control and ±100 the full control effect
Target sequence (Q9Y253 whole entry, looked up): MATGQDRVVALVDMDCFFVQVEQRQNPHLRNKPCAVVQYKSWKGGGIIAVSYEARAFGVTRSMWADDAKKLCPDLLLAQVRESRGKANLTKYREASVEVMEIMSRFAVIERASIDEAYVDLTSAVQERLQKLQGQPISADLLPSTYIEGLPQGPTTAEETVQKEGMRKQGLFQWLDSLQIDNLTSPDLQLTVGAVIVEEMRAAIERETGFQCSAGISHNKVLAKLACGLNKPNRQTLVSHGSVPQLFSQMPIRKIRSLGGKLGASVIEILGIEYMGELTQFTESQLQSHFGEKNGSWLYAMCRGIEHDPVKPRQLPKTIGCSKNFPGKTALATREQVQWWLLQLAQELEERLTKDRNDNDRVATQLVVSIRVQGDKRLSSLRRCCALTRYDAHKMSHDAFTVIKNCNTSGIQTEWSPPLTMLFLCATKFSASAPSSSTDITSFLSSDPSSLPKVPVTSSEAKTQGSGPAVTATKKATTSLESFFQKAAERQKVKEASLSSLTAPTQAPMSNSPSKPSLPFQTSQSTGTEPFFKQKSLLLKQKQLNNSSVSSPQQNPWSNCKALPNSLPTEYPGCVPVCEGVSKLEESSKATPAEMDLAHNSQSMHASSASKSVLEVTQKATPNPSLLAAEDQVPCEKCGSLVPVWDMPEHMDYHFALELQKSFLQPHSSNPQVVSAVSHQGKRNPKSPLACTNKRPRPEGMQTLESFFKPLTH
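Fluorescent replication assay: 50 nM final substrate added after a 15 min room-temperature compound preincubation with 10 nM enzyme. Signal taken at 0 min and again at 10 min.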
BLM helicase inh – blocks DNA unwinding by human BLM helicase; hit rate 0.2% among 350,000; Potency, µM (titrated, usually from 56.1 µM), for inactives: top-dose activity change, negative = inhibition, actives largely listed as inhibitors; recombinant BLM DNA unwinding, fluorescence dequenching;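 further: potency means the concentration at half of the fitted maximal effect; plate controls were vehicle for no effect and no enzyme for full effect; nearly all actives have a fitted effect of over 35% in size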
PGK inhibitor – inhibitors of T. brucei phosphoglycerate kinase; P07378; PGK/GAPDH coupled, Kinase-Glo luminescence, 60 min; Potency, µM (titrated, usually from 57.5 µM), for the others: at the highest dose activity change, negative = inhibition, usual class: inhibitors; hit rate 0.043% among 380,000; further: potency means the concentration at half of the fitted maximal effect; on the % scale 0 is the no-effect control and ±100 the full control effect; nearly all actives have a fitted effect of over 60% in size
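Luminescent ATP detection (Kinase-Glo Plus) follows a 60-minute room-temperature incubation, with wells lacking PGK as controls. Buffer: 100 mM TEA (pH 7.6), 5 mM MgCl2, 0.01% Tween-20. Coupling enzyme GAPDH (100 nM final) supplies unstable 1,3-BPG in-well.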
Pol iota inh – inhibitors of human DNA polymerase iota; hit rate 1% among 390,000; Potency, µM (highest dose often 115 µM), without a hit: top-dose activity, negative = inhibition, most hits filed as inhibitors; Pol iota fluorescent replication assay, 10 min; further: potency means the concentration at half of the fitted maximal effect
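Fluorescent replication assay read twice, at 0 min and 10 min after adding 50 nM (final) substrate. Enzyme (10 nM) and compounds were first incubated 15 min at room temperature; enzyme-free buffer wells were negative controls.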
POLK inh – DNA polymerase kappa (human) inhibition; Q9UBT6; purified Pol kappa, fluorescent DNA synthesis assay, 10 min; Potency, µM (top dose mostly 107 µM), for the others: top-dose activity, negative = inhibition, usual class: inhibitors; hit rate 0.53% among 400,000; further: potency means the concentration at half of the fitted maximal effect; on the % scale 0 is the no-effect control and ±100 the full control effect
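First, compounds were pin-transferred onto 10 nM Pol kappa. After 15 min at room temperature, substrate was added to 50 nM final. Fluorescence was then measured kinetically at 0 and 10 min.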
* hit, by the source's call; i = inactive; ? = inconclusive; / = not tested or not shown; & = joins results of further samples; [ ] = remark or other dose. Unless noted, the call rests on the fitted dose curve; in most records, active means well fitted curve in the direction sought with a large enough effect; inconclusive means small, poorly fitted or top-dose-only effect, or another doubt; inactive means no such curve, though single readings can be large; an effect the other way counts as inactive or inconclusive. These rows are one share of the data; count on the stated rates, not on these rows.

smiles	Pol beta inh	APEX1 inh	RXFP1 antag	Anesthetic bind	Pol eta inh	BLM helicase inh	PGK inhibitor	Pol iota inh	POLK inh
CCCC/C=C/[C@H](c1ccccc1)[C@H](CO)Cc1cccnc1	/	3%	/	?	-23%	-15%	4%	53%&-16%[activator]	3%&6%
Cc1ccc(S(=O)(=O)N(C)C)cc1NS(=O)(=O)c1ccc(Cl)s1	-1%	12%	-11	-4%	-8%	7%	0%	5%	-18%
O=C(/C(C=Nc1ccc(F)cc1)=C(/O)c1ccco1)C(F)(F)F	-2%	4%	4	-11%	-9%	-8%	-18%	0%	-5%
CCN1CCN(c2ncnc3c2nnn3Cc2ccccc2)CC1	17%	2%	-9	-21%	-5%	4%	-2%	0%	-10%
Cc1ccc(-c2csc(NC(=O)c3ccc([N+](=O)[O-])o3)n2)cc1	1%	-14%	12	-6%	79µM*	-9%	0%	-7%	1%
Cc1cc(C)cc(OCC(=O)OCC(=O)NC2CCCCCC2)c1	/	16%	7	/	-8%	/	i	20%	-1%
Cc1cc(=O)oc2cc(OCc3ccc(C(=O)OCC(=O)NC4CCS(=O)(=O)C4)cc3)ccc12 (stereo not drawn)	3.5µM*	?	-13	40%[activator]	22µM*	3%	-10%	20µM*	79µM*
Cc1ccc(C2=NNC(=O)C(P(=O)(c3ccccc3)c3ccccc3)C2)cc1 (stereo not drawn)	24%	-5%	7	-7%	-20%	0%	-6%	4%	-14%
CCCCNC(=O)CCCn1c(=O)c2ccccc2n(Cc2cccc(Cl)c2)c1=O	10%	/	/	2%	-10%	-7%	7%	-2%	-13%
CCc1cccc(N=c2c([N+](=O)[O-])nn(-c3ccc4c(c3)OCCO4)n2O)c1	-21%	-5%	-14	?	-14%	-9%	i	67%[activator]	-11%
O=C1/C(=C/c2ccccc2)CCc2ccc(Cl)nc21	/	/	-27	/	?	/	-13%	-9%	-9%
CCSc1ncc(/C=N/Nc2ccc([N+](=O)[O-])cc2)n1C	-29%	9%	-10	-10%	?	-10%	-1%	-17%	-7%
CCOc1ccc(CCNC(=O)C2CC(=O)N(c3ccccc3OCC)C2)cc1OCC (stereo not drawn)	/	5%	-29	/	-7%	/	5%	31%[activator]	2%
CC(=O)n1c(=O)oc2ccccc21	/	/	0	/	-15%	/	-7%	1%	-2%
COC(=O)c1ccccc1NC(=S)NC(=O)C1CC1	5%	2%	-13	-6%	-16%	-4%	2%	16%	0%
COc1ccc(S(=O)(=O)Nc2nc3ccccc3nc2NCC2CCCO2)cc1 (stereo not drawn)	?	2%	-6	0%	-11%	2%	i	24%	-3%
COc1ccc(C2(C)NC(=O)N(CC(=O)Nc3ccc(Br)c(C)c3)C2=O)cc1OC (stereo not drawn)	-11%	42%	-2	-2%	-24%	-9%	-1%	45%[activator]	4%
CCOc1ccc(NC(=O)CN(C)C(=O)C2(c3ccccc3)CC2)cc1OCC	/	15%	-3	/	-24%	/	0%	32%[activator]	-7%
CCCCCC/C(=N\NS(C)(=O)=O)c1ccccc1	0%	-2%	11	-13%	-8%	-2%	5%	16%	2%
CCn1c(Cc2ccc(OC)cc2)nc2ccccc21	16%	27%	0	-11%	-1%	-4%	-3%	45%[activator]	-7%
O=C(CN1CCOCC1)Nc1ccc(Br)cc1	3%	30%	-1	-2%	-23%	-3%	-10%	184%[activator]	-7%
CCOc1ccc(/C=C2/Sc3ccc(C(=O)N4CCN(C(=O)c5ccco5)CC4)cc3N(C)C2=O)cc1OC	0%	-7%	/	-2%	/	-5%	/	/	/
O=C(CN1C(=O)C2CCCCC2C1=O)Nc1cccc(C(F)(F)F)c1 (stereo not drawn)	/	-14%	-1	/	-23%	/	-1%	95%[activator]	-8%
COc1ccc(C(=O)NCc2nnc(SCC(=O)Nc3cc(C)cc(C)c3)o2)cc1OC	20%	-6%	-4	-8%	-11%	0%	-4%	?	-12%
NC(=O)c1c(NC(=O)Cn2cc([N+](=O)[O-])cn2)sc2c1CCCC2	-2%	-1%	-12	-14%	-8%	-3%	-5%	179%[activator]	-2%
O=C(NCc1ccccn1)c1ccc2ccccc2n1	0%	-3%	0	-6%	-9%	2%	-1%	-10%	6%
CN(CC(=O)Nc1cccc(F)c1)CC(=O)Nc1ccccc1Oc1ccccc1	-25%	-14%	1	-13%	-13%	-3%	0%	-6%	-21%
COc1ccc(C(=O)N2CCN(Cc3cc(=O)n4nc(-c5ccccc5C)sc4n3)CC2)cc1OC	14%	/	/	-2%	-12%	-18%	0%	78%[activator]	-3%[60.1 µM]
O=S1(=O)c2cccc3cccc(c23)N1Cc1nnc(-c2ccccc2Br)o1	-14%	-4%	8	0%	2%	-5%	-2%	9%	-20%
Cc1oc(-c2cccs2)nc1CN1CCN(CC(C)C)C(CCO)C1 (stereo not drawn)	5%	-20%	6	-2%	-12%	-4%	0%	15%	2%
CC(C)C[C@H](NC(=O)[C@H](Cc1ccccc1)n1c(=O)[nH]c2ccccc2c1=O)C(=O)N1CCC(C(=O)O)CC1	22%	4%	/	-10%	-6%	-1%	7%	13%	-2%
Cc1ccnc(NS(=O)(=O)c2ccc(NS(=O)(=O)c3ccc(Br)cc3)cc2)n1	39%	-43%	-10	-6%	-16%	3%	-8%	-2%	-3%
Cc1noc(C(=O)Nc2c(C)n(C)n(-c3ccccc3)c2=O)c1Cl	18%	4%	/	-5%	1%	0%	-7%	-1%	-22%
CCN(CC)CCCN=Cc1c(O)n(Cc2ccccc2)c(=O)c2ccccc12	2%	0%	-5	64%[activator]	?	1%	0%	45%[activator]	-14%
Cc1ccccc1C1c2[nH]c3ccccc3c2CCN1CCCn1cccn1 (stereo not drawn)	-10%	-4%	4	-4%	-14%	-3%	-11%	?	-11%
O=C(c1ccc(Br)cc1)N1CCC(C(=O)N2CCN(Cc3ccccc3)CC2)CC1	-7%	43%	-17	-11%	-14%	3%	-2%	6%	-1%
COc1ccc(S(=O)(=O)N2CCOC23CCN(S(=O)(=O)c2cccs2)CC3)cc1	/	3%	-11	/	?	/	-10%	-6%	3%
Cc1nnc(N(C(=O)c2cnccn2)c2ccccc2)s1	-1%	-1%	12	-13%	4%	1%	0%	-5%	-12%
Brc1ccc2c(c1)CN1CCCC1=N2	46%	2%	-5	-11%	-2%	4%	0%	34%[activator]	16%
COC(=O)CC[C@@H](C(=O)O)N1C(=O)c2ccccc2C1=O	2%	-1%	2	-9%	-7%	1%	3%	3%	-2%
CC(=O)Nc1ccc(NC(=O)COC(=O)Cc2cccs2)cc1	4%	13%	-3	-10%	6%	-3%	-5%	20%	-16%
COc1ccc(CN(C)C(=O)c2cc(-c3ccc(OC)c(OC)c3)nc3ccccc23)c(OC)c1	-2%	29%	5	-1%	-23%	-3%	-3%	-23%	-3%
COC(=O)Cn1cc(C(=O)C(F)(F)F)c2ccccc21	26%	6%	-13	-5%	-17%	-1%	-6%	113%[activator]	-4%
COc1cccc(-c2nc(SCc3cc(=O)c4ccc(C)c(C)c4[nH]3)n[nH]2)c1	11%	/	-8	?	-10%	1%	-6%	-8%	0%[60.1 µM]
CCOC(=O)c1c(NC(=O)COc2cccc3c2CCN(Cc2ccc(F)cc2)C3=O)sc2c1CCC2	-14%	7%	/	3%	/	-2%	/	/	/
O=C(COC(=O)c1ccc(Cl)c(S(=O)(=O)N2CCCC2)c1)NCc1ccccc1	/	7.5µM*	-18	/	?	/	?	?	-25%
Cc1ccc(-c2onc3ccc(Cl)cc23)cc1	28%	-1%	-2	4%	-9%	3%	-7%	-16%	-5%
CCOC(=O)Nc1cc(N)ncn1	/	/	-7	/	-6%	/	-5%	9%	-15%

Record cards (already shown). Screens in order: Pol beta inh	APEX1 inh	RXFP1 antag	Anesthetic bind	Pol eta inh	BLM helicase inh	PGK inhibitor	Pol iota inh	POLK inh
`CCCCCC/C(=N\NS(C)(=O)=O)c1ccccc1` as listed: 0%	-2%	11	-13%	-8%	-2%	5%	16%	2%
`NC(=O)c1c(NC(=O)Cn2cc([N+](=O)[O-])cn2)sc2c1CCCC2` as listed: -2%	-1%	-12	-14%	-8%	-3%	-5%	179%[activator]	-2%

Additional structures follow.
smiles	Pol beta inh	APEX1 inh	RXFP1 antag	Anesthetic bind	Pol eta inh	BLM helicase inh	PGK inhibitor	Pol iota inh	POLK inh
O=C(C1=C[C@@H](c2coc3ccccc3c2=O)C[C@@H](OCCCCO)O1)N1CCN(Cc2ccccc2)CC1	-7%	1%	/	-13%	-14%	1%	8%	2%	-4%
Cc1ccc(NC(=O)CCC(=O)n2nc(C)cc2C)c(C)c1	3%	2%	-4	-1%	-12%	-1%	-4%	40%[activator]	-2%[60.1 µM]
CC(C)(C)CC(=O)NC1CC(=O)N(c2ccc3c(c2)OCCO3)C1 (stereo not drawn)	8%	/	/	-2%	-8%	0%	-1%	30%[activator]	-2%[60.1 µM]
Cc1cc(C)c(OCC(=O)Nc2ccccc2N2CCCCC2)c(C)c1	/	37%	-20	/	-12%	/	i	17%	-2%
O=C(NC1CCS(=O)(=O)C1)Oc1ccccc1 (stereo not drawn)	12%	-1%	0	-11%	-11%	-1%	-9%	15%	2%
CCC(CCC(C)C1CCC2C3CCC4CC(O)CC[C@@]4(C)C3CC[C@@]12C)C(C)C (stereo partly drawn)	/	3%	/	2%	/	0%	/	/	-10%[60.1 µM]
COC(=O)c1ccc(C(=O)Nc2ccc(N)cc2N)cc1	45%	11%	-7	-17%	?	-19%	-4%	20%	-4%
CCCN1CCC(N2CCN(c3ccccc3OC)CC2)CC1	2%	-7%	/	-9%	/	-1%	/	/	/
Cc1ccc(F)c(Cn2cnc3c(cnn3C(C)(C)C)c2=O)c1Cl	/	20%&0%	/	/	-23%	/	-1%	-4%&-4%	2%&-22%
COC(=O)c1ccc2c(c1)S(=O)(=O)NC(=NCCCN1CCOCC1)S2	3%	0%	-1	-21%	-20%	2%	-10%	0%	-10%

High-throughput results (PubChem BioAssay)
